High-throughput results (PubChem)
AmpC detergent: inhibitors of E. coli AmpC beta-lactamase with detergent; P00811; AmpC hydrolysis of nitrocefin, absorbance 480 nm, 0.01% Triton; Potency, µM (doses to about 114 µM), inactives show at the highest dose activity change, negative = inhibition, hits mostly inhibitors; hit rate 0.041% among 370,000;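 note: potency is the fitted concentration of half-maximal effect; 0% = no-compound wells and -100% = no-enzyme wells; nearly all actives have a fitted effect of over 25% in size; some results filed as inactive show a strong effect at the top dose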
Target sequence (P00811 whole entry, looked up): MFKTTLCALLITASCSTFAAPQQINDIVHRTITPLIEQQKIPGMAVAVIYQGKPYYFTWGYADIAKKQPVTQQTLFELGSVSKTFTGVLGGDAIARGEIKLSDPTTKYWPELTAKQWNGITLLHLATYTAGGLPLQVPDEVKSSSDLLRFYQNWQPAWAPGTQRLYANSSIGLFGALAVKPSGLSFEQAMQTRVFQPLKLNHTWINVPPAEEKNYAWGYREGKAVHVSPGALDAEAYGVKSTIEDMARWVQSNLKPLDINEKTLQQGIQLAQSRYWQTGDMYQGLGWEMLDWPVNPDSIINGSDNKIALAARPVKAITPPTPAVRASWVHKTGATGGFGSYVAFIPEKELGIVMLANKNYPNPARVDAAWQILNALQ
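AmpC (5.3 nM in the dispensed reagent) in 20 mM phosphate pH 7.0 with 0.01% (detergent screen) or 0.0001% Triton X-100 was preincubated with compounds for 15 min at room temperature. Nitrocefin was then added from an 800 uM solution, and hydrolysis was followed at 480 nm.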
Giardia FBPA inh: Giardia lamblia aldolase inhibition. hit rate 0.71% among 290,000. A8B2U2. purified Giardia FBPA. Potency, µM (series often up to 59.6 µM), inactives show at the highest dose activity, negative = inhibition, actives largely listed as inhibitors; note: potency is the fitted concentration of half-maximal effect; nearly all actives have a fitted effect of over 55% in size
Target sequence (A8B2U2 whole entry, looked up): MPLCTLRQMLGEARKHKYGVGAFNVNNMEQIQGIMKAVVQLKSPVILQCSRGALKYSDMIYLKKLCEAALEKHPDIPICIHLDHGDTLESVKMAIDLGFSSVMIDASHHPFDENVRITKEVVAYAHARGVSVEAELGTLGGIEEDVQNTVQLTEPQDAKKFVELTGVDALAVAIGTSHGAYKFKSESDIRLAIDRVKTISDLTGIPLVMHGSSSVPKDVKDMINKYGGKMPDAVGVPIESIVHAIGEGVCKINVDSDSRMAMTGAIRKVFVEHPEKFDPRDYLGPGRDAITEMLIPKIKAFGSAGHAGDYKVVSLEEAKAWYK
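40 nM FBPA preincubated 10 min at RT with compound (up to 57.5 uM final), then substrate plus GAPDH/TPI/NAD/arsenate coupling and diaphorase/resazurin added. Fluorescence read after 20 min at RT, 525/598 nm.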
Sm TGR block: inhibitors of Schistosoma mansoni thioredoxin glutathione reductase; AID 485364; Q962Y6; hit rate 3% among 360,000; Potency, µM (titrated, usually from 114 µM), for inactives: at the top dose activity change, negative = inhibition, actives largely listed as inhibitors; purified TGR, DTNB reduction, TNB absorbance 405 nm; note: potency is the fitted concentration of half-maximal effect; nearly all actives have a fitted effect of over 60% in size
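Kinetic colorimetric format: TGR-catalysed, NADPH-driven DTNB reduction monitored via TNB absorbance. Enzyme dispensed at 20 nM; compound exposure 15 min at room temperature before reaction start.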
HCMV inh: human cytomegalovirus inhibition; HFF cells, HCMV-luciferase reporter, 72 h; hits give low values; activity change, negative = inhibition, % at 57.5 µM; hit rate 4.5% among 410,000; AID 1259415; in the data active = activity change below about -60%; inconclusive = no clear call, values can overlap the other calls; inactive = above about -39%
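HFF cells seeded 16 h at 37C, treated with compounds, infected with luciferase-reporter HCMV at MOI 1 PFU/cell; luciferase read at 72 h post infection, normalized to buffer-only and Salinomycin controls.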
HCV inhibitor: inhibitors of hepatitis C virus infection; Huh7.5.1 HCVcc-Cre infection, luciferase reporter, 44 h; hit rate 3.4% among 340,000; Potency, µM (series often up to 41.8 µM), without a hit: at the top dose activity change, negative = inhibition, actives largely listed as inhibitors; note: potency is the fitted concentration of half-maximal effect
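1,000 cells/well; 4 h culture; + compound; + HCVcc-Cre (~0.5 moi); 44 h; luciferase substrate, RT 15 min; read 15 sec.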
AmpC no deterg: inhibitors of E. coli AmpC beta-lactamase without detergent; AmpC nitrocefin hydrolysis, absorbance 480 nm, 0.0001% Triton; AID 485341; hit rate 0.52% among 330,000; Potency, µM (series often up to 57.1 µM), without a hit: at the highest dose activity change, negative = inhibition, usual class: inhibitors;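 note: potency is the fitted concentration of half-maximal effect; plate controls were no compound for no effect and no enzyme for full effect; nearly all actives have a fitted effect of over 20% in size; some results filed as inactive show a strong effect at the top dose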
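AmpC (5.3 nM in the dispensed reagent) in 20 mM phosphate pH 7.0 with 0.01% (detergent screen) or 0.0001% Triton X-100 was preincubated with compounds for 15 min at room temperature. Nitrocefin was then added from an 800 uM solution, and hydrolysis was followed at 480 nm.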
An asterisk follows results filed as active; ? = inconclusive; . = not tested or not shown; & = joins results of further samples; [ ] = remark or other dose. Unless noted, calls come from the whole dose curve; as a rule, active = well fitted curve in the direction sought with a large enough effect; inconclusive = small, poorly fitted or top-dose-only effect, or another doubt; inactive = no such curve, though single readings can be large; an effect the other way counts as inactive or inconclusive. Unless noted, % is set by controls: 0 for no effect and ±100 for the full control effect.

smiles | AmpC detergent | Giardia FBPA inh | Sm TGR block | HCMV inh | HCV inhibitor | AmpC no deterg
COc1ccc(NC(=S)N2CCN(C(=O)C3CCCO3)CC2)c(OC)c1 (stereo unspecified) | -2% | -16% | 7% | -12 | 7% | -23%
O=C(CSc1nc2cc(Cl)ccc2o1)Nc1ccc(N2CCOCC2)cc1 | 4% | 12% | 7% | 16 | -8% | 10%
Cc1c(NC(=O)c2cc(-c3ccc4c(c3)OCO4)on2)c(=O)n(-c2ccccc2)n1C | ? | 1% | 0% | 23 | 3% | -9%
CC(C)(C)c1csc(NC(=O)Cc2ccc(S(=O)(=O)N3CCOCC3)s2)n1 | 0% | . | -13% | ? | ? | -12%
O=C(C=C1CCN(c2ncc(C(F)(F)F)cc2Cl)CC1)NNC(=O)Nc1ccccc1 | ? | -4% | -27% | 5 | 20% | 1%
Cc1ccc(S(=O)(=O)N(C)C)cc1NC(=O)C(C)OC(=O)C1CCCC1 (stereo unspecified) | -15% | . | -1% | ? | 11% | -17%
Cc1c(NC(=O)CSc2nnnn2-c2ccc(C(=O)O)cc2)c(=O)n(-c2ccccc2)n1C | 10% | 1% | 9% | -32 | 19% | -25%
CCOc1ccc(NC(=O)CC2C(=O)N(c3ccccc3)C(=O)N2CCc2sccc2C)cc1 (stereo unspecified) | -1% | . | -2% | -2 | . | .
O=C(c1ccc(NS(=O)(=O)c2ccc(F)cc2)cc1)N1CCOCC1 | -5% | . | 1% | 16 | 9% | -7%
CCC(Sc1nc2ccncc2[nH]1)C(=O)Nc1cc(C)ccc1C (stereo unspecified) | -1% | . | 1% | -11 | . | .
C[C@@H]1CN([C@H](C)CO)C(=O)c2cc(NS(=O)(=O)c3cccs3)ccc2O[C@H]1CN(C)Cc1ccccc1 | . | . | . | -25 | 1% | 81%[activator]
O=C1c2ccccc2C(=O)c2c1ccc(O)c2O | . | -15%&-15% | . | 18 | 16% | .
O=C(COC(=O)/C=C/c1cccc(C(F)(F)F)c1)NC(=O)NCc1ccco1 | . | . | . | 0 | ? | -29%
COc1ccc(NC(=O)CN(C)C(=O)CSCC(=O)Nc2ccc(C)cc2)cc1 | ? | . | -24% | 46 | 25% | 6%
CC1CN(C(=O)Nc2ccc(C(=O)NCc3ccccc3F)cc2)c2ccccc2S1 (stereo unspecified) | 2% | . | -2% | 7 | . | .
COc1ccc2cc(C#N)c(N3CCN(C(=O)c4ccccc4C)CC3)nc2c1 | 1% | -8% | -1% | ? | ? | 104%[activator]
COc1ccc(-n2c(=O)[nH]c3cc(C(=O)NCCc4ccc(OC)c(OC)c4)ccc3c2=O)c(OC)c1 | -6% | 2% | 5% | -3 | -9% | 2%
COC(=O)Cc1ccc(NC(=S)NCCSc2ccc(C)cc2)cc1 | 1% | -10% | . | -22 | ? | -18%
OCCC1CN(C2CCN(c3ccccc3)CC2)CCN1Cc1ccc(F)c(F)c1 (stereo unspecified) | -2% | 1% | -5% | -3 | 19% | 166%[activator]
CCn1c(=O)c2ccccc2n2c(SCC(=O)NCc3cccs3)nnc12 | -3% | 3% | 1% | -17 | ? | -18%
N#Cc1ccc(Cn2c(=O)c(C#N)c3n(c2=O)CCC3)cc1 | ? | 1% | 1% | -4 | -6% | -6%
COC(=O)c1c(NC(=O)COC(=O)C2CCC2)sc(C)c1C | ? | . | -1% | -33 | ? | 14%
CC1CCCC(NC(=O)NC(=O)COC(=O)c2ccc(O)cc2O)C1C (stereo unspecified) | -1% | . | 0% | -20 | -2% | -23%
O=C(O)C1CCCN(S(=O)(=O)c2ccccc2)C1 (stereo unspecified) | 1% | 12% | . | 6 | 11% | -6%
CSc1nc(Cc2ccccc2)nc2ccccc12 | -7% | 8% | . | -34 | 11% | -10%
COc1ccc(OC)c(NC(=O)C(=O)NNC(=O)C23CC4CC(CC(C4)C2)C3)c1 | 1% | 1% | -1% | ? | -15% | 75%[activator]
COc1ccc(C(=O)NCC(=O)N2CCC3(CC2)NCCc2[nH]cnc23)cc1 | ? | -22% | -18% | -17 | 18% | -15%
C[C@H](CO)N1C[C@H](C)[C@@H](CN(C)S(=O)(=O)c2cccs2)Oc2ccc(NC(=O)Cc3ccccc3)cc2C1=O | . | . | . | 0 | -14% | 146%[activator]
Cc1cc(C(=O)NCCCn2ccnc2)sc1-c1ccccc1 | -17% | -7% | 4% | 55 | ? | 34%
O=C(OCCN1CCN(c2ncc(C(F)(F)F)cc2Cl)CC1)c1ccc(Cl)cc1 | -15% | -6% | 9% | -9 | 13% | 16%
CC(C)c1cccc(-c2ccc3c(c2)S(=O)(=O)c2cccc(C(=O)NC4CCCC4)c2C3=O)c1 | . | . | . | -17 | 19% | -21%
O=C(N/N=C/CCc1ccccc1)c1ccc(CN2c3cccc4cccc(c34)S2(=O)=O)cc1 | -3% | 4% | 4% | ? | -17% | -43%
CCOc1cc(C2C(C(C)=O)=C(C)Nc3ncnn32)ccc1O (stereo unspecified) | -2% | 3% | 2% | . | 12% | -10%
COc1cccc(C2=NOC(C(=O)Nc3cccnc3)C2)c1 (stereo unspecified) | -5% | 2% | -26% | -24 | -16% | -12%
CCOC(=O)CC(/C(C)=N\O)c1ccccc1 (stereo unspecified) | ? | 0% | -11% | 5 | 13% | -2%
CCOc1ccc(CCNC(=O)COC(=O)c2nccnc2N)cc1OCC | 0% | . | 0% | -6 | 17% | -15%
O=C(CN1CCOCC1)Nc1nc(-c2ccc3c(c2)CCN3S(=O)(=O)c2ccccc2)cs1 | -7% | -3% | 0% | -88* | 3.5µM* | 135%[activator]
Cc1cc2nc(CCl)cc(=O)n2[nH]1 | -5% | -30% | ? | -33 | ? | -19%
CCOC(=O)C1=CN(Cc2cccc(F)c2)S(=O)(=O)N(CC)C1c1ccc(C(F)(F)F)cc1 (stereo unspecified) | . | . | . | -40 | ? | -54%
Cc1ccc(Cl)cc1NC(=O)COC(=O)c1ccccc1O | 0% | 7% | -1% | -27 | 11% | -9%
O=C(Nc1ccccc1)c1ccc(S(=O)(=O)NCc2cccnc2)cc1 | ? | 7% | 3% | -5 | 8.9µM* | -7%
CN(C(=O)Nc1cnccc1C(F)(F)F)C1CCCCC1 | 9% | -5% | 8% | -15 | 7% | -16%
COc1ccc2nc(NC3=NC(C(=O)Nc4ccc(C)cc4)CC(=O)N3)nc(C)c2c1 (stereo unspecified) | -9% | -1% | -8% | . | -3% | -3%
Cc1cc(C)c(-c2noc(C(=O)OC(C)(C)C)c2C(=O)OC(C)(C)C)c(C)c1 | -12% | -3% | 0% | 13 | -8% | -25%
Cc1ccc(/C(N)=N/OC(=O)CCC2CCCC2)cc1 | -2% | 0% | -1% | ? | 0% | -10%
Cc1ccc(S(=O)(=O)N(C)c2ccc(OCC(=O)Nc3nc(-c4ccccc4)cs3)cc2)cc1 | -9% | -3% | -8% | -16 | ? | 2µM*
COc1ccc(C(C(=O)NCC2CCCO2)N(C(=O)c2snc(C(N)=O)c2N)c2ccccc2)cc1OC (stereo unspecified) | -13% | 4% | -10% | -10 | -16% | 120%[activator]
Cc1ccccc1CN1C(=O)C(O)(c2c[nH]c3ccccc23)c2cc(Cl)ccc21 (stereo unspecified) | 2% | . | 10% | -93* | . | .
CCOC(=O)c1cccc(Nc2ncnc3ccccc23)c1 | -10% | 5% | 5% | 3 | ? | -10%
Cc1cccc(NC(=S)NNC(=O)CCn2nc(C)c([N+](=O)[O-])c2C)c1 | 0% | 10% | -20% | 4 | 21% | -12%
CCOc1ccccc1NC(=O)C1=C(C)Nc2ncnn2C1c1cccs1 (stereo unspecified) | -3% | . | -1% | -18 | . | .
CCOc1ccccc1-n1c(SCC(=O)N2CCCc3ccccc32)nnc1-c1cccnc1 | -5% | -2% | -22% | -31 | ? | 71%[activator]
CC(=O)NS(=O)(=O)c1ccc(NS(=O)(=O)c2ccc(F)cc2)cc1 | -15% | 0% | 0% | -6 | 14% | -31%
Cc1c(Cl)cccc1NC(=O)Cn1c(CCC(=O)O)ccc1-c1ccc(Cl)cc1 | -13% | 14% | -8% | -16 | 19% | -22%
CNC(=O)COc1ccc(NC(=O)CCn2nc(-c3ccc(C)cc3)c3ccccc3c2=O)cc1 | 20% | . | 9% | -18 | . | .
Cc1cc(NC(=O)CN2C(=O)NC(CC(C)C)C2=O)ccc1Br (stereo unspecified) | -10% | . | -22% | -5 | ? | -8%
Cc1ccccc1NC(=O)C1Cc2ccccc2CN1C(=O)c1ccco1 (stereo unspecified) | -12% | -12% | 11µM* | 51 | -8% | -32%
CCc1ccc2oc(C(=O)NCCc3ccc(OC)c(OC)c3)cc(=O)c2c1 | -3% | . | 1% | -39 | . | .
Cc1ccc(/C=C/C(=O)NC(=S)N2CCN(C)CC2)cc1 | -7% | -24% | -3% | -3 | 1% | -27%
O=C(CCCN1C(=O)c2cccc3cccc(c23)C1=O)N1CCN(c2ccccc2)CC1 | -13% | 1% | -13% | ? | ? | 13%

Entries of single compounds as entered above:
CCOC(=O)c1cccc(Nc2ncnc3ccccc23)c1 in the list: AmpC detergent: -10%; Giardia FBPA inh: 5%; Sm TGR block: 5%; HCMV inh: 3; HCV inhibitor: ?; AmpC no deterg: -10%
CCc1ccc2oc(C(=O)NCCc3ccc(OC)c(OC)c3)cc(=O)c2c1 in the list: AmpC detergent: -3%; Giardia FBPA inh: .; Sm TGR block: 1%; HCMV inh: -39; HCV inhibitor: .; AmpC no deterg: .

Further compounds follow:
smiles | AmpC detergent | Giardia FBPA inh | Sm TGR block | HCMV inh | HCV inhibitor | AmpC no deterg
CCOC(=O)CSc1nc2ccc(NC(=O)CSc3nnnn3Cc3ccccc3)cc2s1 | 3% | -12% | -3% | 4 | 14% | -38%
COc1cc(/C=N/Nc2ccc(C(F)(F)F)cn2)cc(OC)c1O | 4% | -6% | -26% | -35 | -26% | -22%
Cc1ccc(OCC(=O)NNC(=O)CSC(=S)N2CCCC2)cc1 | 0% | . | -1% | -33 | 4% | -5%
Cn1c(=O)c2c(n3c4ccccc4nc13)NC(=O)CC2c1ccccc1F (stereo unspecified) | 6% | . | -9% | 11 | . | .
COc1ccccc1CNc1ccc(-c2nc(-c3ccccn3)no2)cc1[N+](=O)[O-] | -6% | . | -7% | 35 | . | .
Cc1ccc(/C(O)=C2\C(=O)C(=O)N(Cc3cccnc3)C2c2ccccc2[N+](=O)[O-])cc1 (stereo unspecified) | 4% | -15% | -1% | 92 | 18% | -9%
CC(Oc1ccc2c3c(c(=O)oc2c1)CCC3)C(=O)NCC1CCC(C(=O)O)CC1 (stereo unspecified) | ? | 0% | 3% | 5 | 1% | -10%
